B2AR arrestin – qHTS assay of beta-arrestin-biased ligands of beta2-adrenergic receptor. 0.02% of 330,000 active. beta-arrestin recruitment to beta2AR, cell-based reporter. Potency, µM (highest dose often 46.1 µM), inactives show at the highest dose activation, most hits filed as activators. Beta-2 adrenergic receptor (Homo sapiens), P07550;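 note: potency is the fitted concentration of half-maximal effect; 0% = DMSO controls and full agonism = EC100 isoproterenol or metaproterenol; nearly all actives have a fitted effect of over 65% in size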
Target sequence (P07550 whole entry, looked up): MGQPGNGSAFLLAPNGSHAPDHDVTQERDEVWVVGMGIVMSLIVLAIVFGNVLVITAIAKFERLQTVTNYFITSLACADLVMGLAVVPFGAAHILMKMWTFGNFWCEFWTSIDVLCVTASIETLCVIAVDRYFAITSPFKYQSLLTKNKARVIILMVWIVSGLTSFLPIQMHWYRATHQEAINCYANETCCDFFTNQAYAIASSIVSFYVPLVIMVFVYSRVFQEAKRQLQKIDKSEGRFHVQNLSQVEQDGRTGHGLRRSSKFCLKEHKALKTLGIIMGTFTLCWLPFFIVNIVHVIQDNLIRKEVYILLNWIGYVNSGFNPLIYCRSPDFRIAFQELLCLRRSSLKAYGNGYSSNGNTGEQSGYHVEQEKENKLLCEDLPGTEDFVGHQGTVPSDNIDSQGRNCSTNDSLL
Giardia killer – Small Molecules that selectively kill Giardia lamblia: qHTS; AID 540267, 2011; Giardia lamblia trophozoite viability; activity change, % at 7.66 µM, hits read low; 0.15% of 340,000 active; in the data active = activity change below about -80%; inconclusive = between about -30% and that limit;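 note: parasites exposed to compound for two days anaerobically before the ATP read; % is set by controls: 0 for no effect and ±100 for the full control effect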
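Trophozoite viability was measured as ATP-dependent luminescence, read 15-30 min after reagent addition. Before that, parasites at 100 cells/well were exposed to compounds for 48 h, anaerobically, at 37 deg C.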
GALK inh – qHTS Assay for Inhibitors of Human Galactokinase (GALK); P51570; Purified GALK, Kinase-Glo residual ATP luminescence; Potency, µM (highest dose often 57.5 µM), for the others: at the top dose activity change, negative = inhibition, most hits filed as inhibitors; 0.007% of 270,000 active; note: potency is the fitted concentration of half-maximal effect; % is set by controls: 0 for no effect and ±100 for the full control effect
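Galactose (100 uM) and ATP (35 uM) were turned over by 5 nM GALK for 1 h at RT. Kinase-Glo Plus then converted the remaining ATP into a luminescent signal.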
BCR signal inh – qHTS Assay to Find Inhibitors of Chronic Active B-Cell Receptor Signaling. ABC-DLBCL IkBa-CBG/CBR reporter, luminescence ratio, 4 h. Potency, µM (series often up to 46.1 µM), for inactives: top-dose ratio change, negative = lower green/red ratio, most hits filed as inhibitors. 0.05% of 340,000 active; active = well fitted inhibition curve with a large enough effect in the signal ratio, with a control signal flat, not every such curve was filed as active; inconclusive = small, poorly fitted or top-dose-only effect, or effect the other way, or a change in a side signal; the % refers to the signal ratio;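 note: potency is the fitted concentration of half-maximal effect; plate controls were basal doxycycline-induced cells for no effect and cells given 10 µM MG132 for full effect; MG132 reads +100%, hits lower the ratio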
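TMD8 human ABC-DLBCL cells with doxycycline-inducible IκBα–green luciferase fusion and unfused red luciferase, in 0.5% FBS medium; compounds up to 46 uM, 4 h at 37C. Green/red luminescence ratio, filter-overlap corrected, fitted to concentration-response curves.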
Menin MLL FP TR – qHTS Assay for Inhibitors Targeting the Menin-MLL Interaction in MLL Related Leukemias: Competition With Texas Red Labeled MLL-derived Mutant Peptide; O00255; Menin + Texas Red MLL mutant peptide, fluorescence polarization; Potency, µM (highest dose often 61.6 µM), for the others: at the top dose FP activity change, negative = inhibition, hits mostly inhibitors; 0.23% of 270,000 active; AID 1768, 2009; active = well fitted inhibition curve with a large enough effect in the polarisation, with a control signal flat, not every such curve was filed as active; inconclusive = small, poorly fitted or top-dose-only effect, or effect the other way, or a change in a side signal; inactive = no such curve, though single readings can be large or run the other way; the % refers to the polarisation; note: potency is the fitted concentration of half-maximal effect; % of control where 0% means no effect; many of its hits are not listed in these tables
Integrin act MD – qHTS for Activators of Integrin-Mediated Alleviation for Muscular Dystrophy. alpha7betagal myoblasts, beta-gal FDG fluorescence, 48 h. Potency, µM (highest dose often 38.3 µM), without a hit: at the top dose activation, usual class: activators. 0.064% of 350,000 active. AID 624291, 2012;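 note: potency is the fitted concentration of half-maximal effect; 100% = response of the positive control SU9516; nearly all actives have a fitted effect of over 60% in size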
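alpha7betagal+/- myoblasts (passage 13, 250/well) treated 48 h at 37C with compounds at 1:260 dilution of DMSO stock. Lysed, then beta-galactosidase activity read as FDG fluorescence (ex 480/em 540) after 30 min, with pre-read for autofluorescence.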
PKM2 act – qHTS Assay for Activators of Human Muscle isoform 2 Pyruvate Kinase. purified PKM2, Kinase-Glo ATP luminescence, activation; response scale: 0% is enzyme alone, no compound. Potency, µM (top dose mostly 57.5 µM), without a hit: top-dose activation, usual class: activators. 0.34% of 260,000 active. AID 1631, 2009; note: potency is the fitted concentration of half-maximal effect; % is set by controls: 0 for no effect and ±100 for the full control effect; nearly all actives have a fitted effect of over 55% in size
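ATP formation by purified human PK-M2, quantified via coupled luciferase luminescence after 1 h at room temperature with 0.1 mM ADP and 0.5 mM PEP final.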
Tb PFK block – qHTS Assay to Find Inhibitors of T. brucei phosphofructokinase. ATP-dependent 6-phosphofructokinase (Trypanosoma brucei brucei), O15648. Potency, µM (highest dose often 57.5 µM), for inactives: top-dose activity, negative = inhibition, hits mostly inhibitors. 0.17% of 330,000 active. T. brucei PFK, ADP-Glo luminescence;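 note: potency is the fitted concentration of half-maximal effect; 0% = uninhibited 1x PFK enzyme wells and -100% = no-enzyme wells; nearly all actives have a fitted effect of over 60% in size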
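1.25 nM PFK with 0.5 mM F6P and 0.1 mM ATP in 0.1 M TEA pH 8.0, 5 mM MgCl2, incubated 45 min at room temperature; ADP measured by ADP-Glo luminescence; compounds titrated up to 57 uM.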
S-ASM inh – Inhibitors of Secretory Acid Sphingomyelinase (S-ASM): qHTS. placental ASM, HMU-PC fluorogenic substrate, 60 min. 0.006% of 340,000 active. Sphingomyelin phosphodiesterase (Homo sapiens), P17405. AID 504937, 2011. Potency, µM (series often up to 57.5 µM), for the others: top-dose activity change, negative = inhibition, actives largely listed as inhibitors; note: potency is the fitted concentration of half-maximal effect
Target sequence (P17405 47-631 limits assumed): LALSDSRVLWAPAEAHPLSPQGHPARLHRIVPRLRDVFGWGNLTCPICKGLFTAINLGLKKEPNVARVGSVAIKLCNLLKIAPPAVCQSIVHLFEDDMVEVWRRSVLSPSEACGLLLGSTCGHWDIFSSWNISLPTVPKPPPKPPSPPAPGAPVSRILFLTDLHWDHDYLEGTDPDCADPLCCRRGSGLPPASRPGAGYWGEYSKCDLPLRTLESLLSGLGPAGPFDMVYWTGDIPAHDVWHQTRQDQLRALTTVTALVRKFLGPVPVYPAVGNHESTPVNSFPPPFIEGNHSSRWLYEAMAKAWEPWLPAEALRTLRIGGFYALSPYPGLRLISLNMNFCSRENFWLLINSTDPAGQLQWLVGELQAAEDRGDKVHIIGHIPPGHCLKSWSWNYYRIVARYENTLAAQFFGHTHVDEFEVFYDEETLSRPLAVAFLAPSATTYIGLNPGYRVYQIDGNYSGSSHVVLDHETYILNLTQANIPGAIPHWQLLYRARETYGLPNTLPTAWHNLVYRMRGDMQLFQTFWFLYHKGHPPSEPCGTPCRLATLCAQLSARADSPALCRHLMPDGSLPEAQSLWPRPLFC
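Human placenta-derived ASM enzyme was preincubated with compound for 10 minutes at room temperature, then given fluorogenic substrate HMU-PC0 (9 uM final) for 60 minutes at 37 °C; a pH 10 stop preceded fluorescence reading at Ex 386/Em 447 nm.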
TSG101-PTAP inh – qHTS Assay for Iinhibitors of HIV-1 Budding by Blocking the Interaction of PTAP/TSG101; Tumor susceptibility gene 101 protein (Homo sapiens), Q99816; Fluorescence polarization, FITC-PTAP peptide / Tsg101 binding; Potency, µM (series often up to 115 µM), for inactives: top-dose activity change, negative = inhibition, hits mostly inhibitors; 340,000 tested, under 10 active; AID 493005, 2010; active = well fitted inhibition curve with a large enough effect in the main read-out, with a control signal flat, not every such curve was filed as active; inconclusive = small, poorly fitted or top-dose-only effect, or effect the other way, or a change in a side signal; inactive = no such curve, though single readings can be large or run the other way; note: potency is the fitted concentration of half-maximal effect; % of control where 0% means no effect
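Compounds were pin-transferred onto Tsg101 binding domain (10 uM final) in HEPES pH 7.5 buffer, then FITC-PTAP peptide was added at 50 nM final. After 20 min at RT, polarization reported peptide displacement across a qHTS concentration series.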
FBPA coupling cs – qHTS Assay for Inhibitors of Fructose-1,6-bisphosphate Aldolase from Giardia Lamblia: Coupling assay counterscreen; coupling enzyme system counterscreen, AmpLite Red fluorescence; activity change, negative = inhibition, % at 58.2 µM, hits read low; 0.67% of 290,000 active; in the data active = activity change below about -30%; note: % is set by controls: 0 for no effect and ±100 for the full control effect
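Coupling enzymes only (glyceraldehyde-3-phosphate) + compound, at 57.5 uM final, 10 min RT; add substrate/coupling/AmpLite Red mix, 20 min RT; fluorescence ex 525/em 598 nm. Actives flag coupling-system interference.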
* = called active by the depositor; ? = inconclusive; · = no result given; [ ] = dose if it differs, or a comment. Unless noted, calls come from the whole dose curve; as a rule, active = well fitted curve in the direction sought with a large enough effect; inconclusive = small, poorly fitted or top-dose-only effect, or another doubt; inactive = no such curve, though single readings can be large; an effect the other way counts as inactive or inconclusive. Only part of the results is shown; count on the stated rates, not on these rows.

SMILES | B2AR arrestin | Giardia killer | GALK inh | BCR signal inh | Menin MLL FP TR | Integrin act MD | PKM2 act | Tb PFK block | S-ASM inh | TSG101-PTAP inh | FBPA coupling cs
O=C1CCc2cc(S(=O)(=O)Nc3ccccc3F)cc3c2N1CCC3 | -1.1% | 13 | · | 3% | · | 0% | · | 13% | -3% | -3% | ·
Cc1ccc(C(=O)O)cc1NC(=O)C1CCCN1S(=O)(=O)c1cccc2nsnc12 (stereo not given) | -0.4% | 15 | 1% | 13% | 12% | 17% | -21% | 2% | 0% | 0% | -8
CSc1nc(Sc2ccc(Cl)cc2)c2ccccc2n1 | -0.8% | -4 | 1% | 2% | -2% | -45% | -1% | 8% | -13% | -3% | 0
COc1ccc(C(O)P(=O)(OC(C)C)c2ccc(N(C)C)cc2)c(OC)c1 (stereo not given) | -0.4% | ? | 2% | -7% | -3% | -17% | · | 0% | 5% | -3% | 1
Cc1c2cnn(-c3ccccc3)c(=O)c2c(C)n1CCCC(=O)N1CCN(C2CCCCC2)CC1 | 0.4% | -22 | 0% | 0% | · | -2% | -2% | 2% | -1% | -3% | 0
O=C(NCC1CCCO1)c1ccccc1-c1nc(-c2ccc(Cl)cc2)no1 (stereo not given) | 0.2% | 2 | 0% | ? | -5% | 24% | 8% | 4% | -3% | -3% | 3
CCC1(C(=O)c2ccccc2)C(c2ccc([N+](=O)[O-])cc2)C1(C(=O)OC)C(=O)OC (stereo not given) | -0.4% | -22 | 1% | ? | -13% | 19% | 5% | 0% | 1% | 1% | 1
Clc1ccc(-c2nsc(N3CCOCC3)n2)c(Cl)c1 | -0.7% | -18 | 0% | 7% | 20% | 22% | -1% | 0% | -2% | -2% | 0
O=C(O)c1ccccc1SC1CC(=O)N(C2CCCCC2)C1=O (stereo not given) | -0.2% | 25 | -1% | ? | 8% | 0% | 9% | 13% | 1% | -1% | 1
O=C(c1ccccn1)C1CCCN(Cc2cn[nH]c2-c2cc3ccccc3o2)C1 (stereo not given) | -0.6% | 2 | 0% | ? | 4% | 8% | -7% | -6% | 0% | 9% | 1
O=C(C1CCCN1C(=O)c1cccs1)N1CCN(Cc2ccc3c(c2)OCO3)CC1 (stereo not given) | -0.1% | 9 | -1% | -8% | -9% | 26% | 4% | 3% | 2% | -3% | -3
Fc1ccc(NC(=S)Nc2ccc(Br)cc2)cc1 | -1.0% | 0 | -3% | ? | ? | 18% | 6% | -11% | -5% | 0% | -1
Cc1ccc(C)c(S(=O)(=O)N/N=C/c2ccc(N3CCOCC3)cc2)c1 | 0.1% | -9 | -4% | -1% | · | -6% | 11% | 2% | -4% | 5% | 1
CC(C)(C)OC(=O)C[C@H]1C/C=C\C[C@H](CC(=O)NCCO)C(=O)NC[C@@H](c2ccccc2)OC1=O | -0.2% | -1 | · | 4% | · | 23% | · | -7% | 5% | 1% | ·
COc1ccc(C/C(N)=N/OC(=O)c2ccco2)cc1OC | 0.1% | ? | 0% | -13% | 7% | -14% | -2% | -7% | 5% | -3% | -1
CCOC(=O)c1c(C)oc2c1c(C=NCCO)c(O)c1ccccc12 | 0.1% | 21 | -4% | ? | ? | -22% | 0% | -2% | -13% | -2% | -65*
COCc1ccc(CN2CCC(CO)(CC3CCCCO3)CC2)o1 (stereo not given) | 0.3% | 7 | 5% | -27% | -13% | -9% | -3% | -1% | 2% | 0% | 4
CC(c1cccs1)N(Cc1ccco1)C(=S)Nc1ccc(F)c(Cl)c1 (stereo not given) | -0.3% | -10 | 5% | ? | ? | ? | -1% | -29% | 0% | -1% | -2
Cc1cc(NC(=O)COC(=O)COc2cccc3c2OC(C)(C)C3)no1 | -0.3% | 3 | 0% | -8% | 13% | 12% | 0% | 3% | 0% | -4% | 3
O=C(CN1CCN(C(=O)c2ccccc2)CC1)Nc1cccc(S(=O)(=O)N2CCCC2)c1 | -0.1% | 8 | · | 1% | · | -9% | · | 6% | 0% | 1% | ·
Cc1nc(N/N=C/c2ccccc2)nc(N(C)c2ccccc2)c1[N+](=O)[O-] | 0.0% | -12 | 3% | 2% | 1% | 7% | -2% | -3% | -2% | -6% | 0
CC(=O)c1cccc(S(=O)(=O)N(CCCO)Cc2cc3ccc(C)cc3[nH]c2=O)c1 | -0.2% | -8 | 1% | 0% | 3% | 25% | 1% | 1% | 2% | 2% | -1
Cc1ccc(C)c(N=Cc2c(O)c3ccccc3oc2=O)c1 | -1.0% | -17 | 2% | ? | 24% | 16% | 3% | -2% | 22% | 0% | 1
N#CN1CCC(NS(=O)(=O)c2ccc(C(F)(F)F)cc2)C1 (stereo not given) | 0.2% | -5 | · | 2% | · | · | · | -1% | -7% | -3% | ·
Cc1nnn(C23CC4CC(CC(CC(=O)Nc5ccc(C)c(Cl)c5)(C4)C2)C3)n1 | -0.3% | 15 | 1% | 11% | 12% | -13% | -7% | 0% | -2% | 2% | -1
SMILES | B2AR arrestin | Giardia killer | GALK inh | BCR signal inh | Menin MLL FP TR | Integrin act MD | PKM2 act | Tb PFK block | S-ASM inh | TSG101-PTAP inh | FBPA coupling cs
Cc1ccccc1N(C(=O)Cn1nnc2ccccc21)C(C(=O)NCc1ccco1)c1ccncc1 (stereo not given) | -1.0% | -25 | -1% | 1% | 1% | 4% | 2% | -5% | -1% | 0% | -3
O=C1CCC/C(=N/NC(=O)c2ccc(CN3c4cccc5cccc(c45)S3(=O)=O)cc2)C1 | 0.5% | 3 | -3% | ? | 9% | 0% | 5% | -2% | 21% | -5% | 0
Cc1ccc(/C=N/NC(=O)c2ccccn2)o1 | -1.0% | 20 | -1% | ? | 0% | -1% | -10% | -3% | 15% | -1% | 0
Cc1onc(-c2c(F)cccc2Cl)c1C(=O)NCc1ccccc1 | -0.4% | -13 | -7% | 0% | -19% | 5% | 3%[11.5 µM] | 10% | 4% | -8% | 0
COC(=O)c1ccccc1NC(=O)C12CC3CC(C1)CC(n1cnc(Cl)n1)(C3)C2 | -0.1% | 0 | -1% | 0% | ? | -12% | 0% | -1% | -2% | -11% | -3
CC(=O)Nc1nc(C)c(Oc2ccc(C)cc2)c(=O)[nH]1 | -0.2% | -4 | 0% | 16% | · | -6% | -10% | 0% | 1% | -3% | -2
Nc1c(-c2ccc(Cl)cc2)cnn1-c1cccc([N+](=O)[O-])c1 | 3.6% | -6 | -3% | ? | · | 6% | 0% | 1% | -8% | -6% | -1
COc1cc(C(=S)N2CCOCC2)cc(OC)c1OC(=O)c1ccccc1[N+](=O)[O-] | -0.8% | -8 | -8% | ? | 0% | -11% | 1%[11.5 µM] | 20% | 1% | -2% | 0
O=c1c2ccccc2nc(SCc2ccccc2)n1Cc1ccco1 | 0.3% | ? | 5% | ? | 0% | -33% | 5% | 3% | ? | -2% | 1
CCOC(=O)c1cnn(-c2ccc(Cl)cc2)c1C1CCN(C(=O)OC(C)(C)C)CC1 | -0.3% | -17 | -1% | ? | ? | 1% | -4% | 1% | 0% | -7% | 1
O=C(N/N=C1\C2CN3CCN(C2)CC1(c1ccccc1)C3)c1ccc(F)cc1 | -2.4% | 15 | 1% | ? | -20% | 4% | 5% | 1% | 2% | -1% | 4
Nc1cc(N)nc(SCCN2CCCCC2)n1 | 4.9% | 3 | 4% | 4% | -10% | 31% | 4% | -1% | 3% | 1% | 2
CC(=O)Nc1ccc(Nc2nc(C)c([N+](=O)[O-])c(Nc3ccc(NC(C)=O)cc3)n2)cc1 | 7.1% | 1 | · | ? | 6% | -10% | -9% | -7% | -15% | -3% | -2
Cc1cccc(C)c1NC(=S)NC1CCCCC1 | -0.4% | 15 | 1% | 9% | -3% | -27% | 2% | 0% | 2% | -2% | 2

Screening data (PubChem BioAssay)
